SRC3 TRFRET art – TR-FRET detection interference compounds, artefact control for PPARgamma SRC-3 recruitment agonists, biochemical, TR-FRET ratio; TR-FRET artefact counter-screen, PPARgamma/SRC-3 format; active compounds read high; TR-FRET ratio at 8 µM; 0.39% of 99,000 active; AID 1048, 2008; in the data active means TR-FRET ratio above about 2000; further: inactives centre near 1600
SRC1 TRFRET art – TR-FRET detection interference compounds, primary screen, artefact control for PPARgamma SRC-1 recruitment agonists, biochemical, TR-FRET emission ratio; TR-FRET detection artefact counter-screen; active compounds read high; TR-FRET ratio at 8 µM; 0.34% of 99,000 active; in the data active means TR-FRET ratio above about 2300; further: inactives centre near 1800
Starred values were filed as active, the others as inactive. Only part of the results is shown, so the mix of outcomes need not match the whole.

For Cc1ccc(S(=O)(=O)C(C)C(=O)NCCS(=O)(=O)c2ccc(Cl)cc2)cc1 (stereo not drawn) the results were SRC3 TRFRET art 1719 and SRC1 TRFRET art 1894.
Screening CS(=O)(=O)c1ccccc1-c1nnc(-c2ccc(Cl)cc2)o1 returned SRC3 TRFRET art 1694 and SRC1 TRFRET art 1928.
`O=C(NN=C1CCN(Cc2ccccc2)CC1)c1ccccc1` gave SRC3 TRFRET art 1629 and SRC1 TRFRET art 2007.
`Cc1nc(N2CCOCC2)sc1C=O` gave SRC3 TRFRET art 1510 and SRC1 TRFRET art 1815.
Screening COc1ccc(/C=N/OCC(=O)N(Cc2ccccc2)c2ccccc2C(=O)O)cc1 returned SRC3 TRFRET art 1408 and SRC1 TRFRET art 1704.
Screening COCCN(C(=O)C(=O)NC1CCCC1)C(C(=O)NC1CCCC1)c1ccccc1F (stereo not drawn) returned SRC3 TRFRET art 1319 and SRC1 TRFRET art 1753.
`CCOC(=O)c1cc(NC(=O)c2ccco2)ccc1N1CCOCC1` gave SRC3 TRFRET art 1565 and SRC1 TRFRET art 1664.
`Cc1ccccc1CSCCNC(=O)c1ccccc1` gave SRC3 TRFRET art 1602 and SRC1 TRFRET art 1724.
For CN(C)C(CNC(=O)CCOc1ccccc1)c1ccco1 (stereo not drawn) the results were SRC3 TRFRET art 1680 and SRC1 TRFRET art 1719.
Screening Cc1cc(C#N)c(SCC(N)=O)nc1-c1ccc(F)cc1 returned SRC3 TRFRET art 1424 and SRC1 TRFRET art 1799.
For CCOc1ccc(N(C(C)=O)C2C=CS(=O)(=O)C2)cc1 (stereo not drawn) the results were SRC3 TRFRET art 1613 and SRC1 TRFRET art 1777.
Screening Cc1ccc(/C=N/NC(=O)CSc2nnc(-c3ccc(Cl)cc3)n2-c2ccc(Cl)cc2)o1 returned SRC3 TRFRET art 1483 and SRC1 TRFRET art 1954.
Screening O=C(Nc1ccncc1)c1ccc2c(c1)OCCO2 returned SRC3 TRFRET art 1585 and SRC1 TRFRET art 1896.
Cc1ccc(C)c(NC(=O)CSc2nnc(-c3n[nH]c4ccccc34)o2)c1 was read as SRC3 TRFRET art 1837 and SRC1 TRFRET art 2005.
`CSc1nc(N)nc(SCC(=O)Nc2cccc(F)c2)c1C#N` gave SRC3 TRFRET art 1440 and SRC1 TRFRET art 1633.
Screening OCCC1CN(Cc2ccc(-c3ccco3)cc2)CCN1Cc1ccsc1 (stereo not drawn) returned SRC3 TRFRET art 1487 and SRC1 TRFRET art 1628.
For c1ccc2oc(-c3csc(NCC4CCCO4)n3)cc2c1 (stereo not drawn) the results were SRC3 TRFRET art 1658 and SRC1 TRFRET art 1735.
Screening COC(=O)c1cn(-c2ccccc2)c(=O)c2ccccc12 returned SRC3 TRFRET art 1407 and SRC1 TRFRET art 1637.
`COc1ccc(S(=O)(=O)N2CCOCC2)cc1OC` gave SRC3 TRFRET art 1669 and SRC1 TRFRET art 2030.
Screening c1ccc(-c2ccnc3ncnn23)nc1 returned SRC3 TRFRET art 1719 and SRC1 TRFRET art 1875.
For COc1ccc(S(=O)(=O)NCC2CCCN(C(=O)CN3CCCCC3)C2)cc1 (stereo not drawn) the results were SRC3 TRFRET art 1728 and SRC1 TRFRET art 1680.
For Cc1cc(=O)oc2cc(OC(=O)c3nn(C(C)C)c(=O)c4ccccc34)ccc12 the results were SRC3 TRFRET art 1466 and SRC1 TRFRET art 1610.
For COc1ccc(/C(O)=C2/C(=O)C(=O)N(c3ncccn3)C2c2ccc(OC)cc2)cc1 (stereo not drawn) the results were SRC3 TRFRET art 1794 and SRC1 TRFRET art 2056.
Screening CN1CCC(=NNC(=O)C(=O)Nc2ccccc2F)CC1 returned SRC3 TRFRET art 1618 and SRC1 TRFRET art 1706.
O=C(CC1C(=O)N(c2ccccc2)C(=S)N1c1ccccc1)c1ccccc1 (stereo not drawn) was read as SRC3 TRFRET art 1512 and SRC1 TRFRET art 1885.
CCC(C)NC(=S)N1CCN(C(c2ccccc2)c2ccccc2)CC1 (stereo not drawn) was read as SRC3 TRFRET art 1672 and SRC1 TRFRET art 1832.
`CC(C)N1CCN(Cc2ccncc2)CC1CCO` (stereo not drawn) gave SRC3 TRFRET art 1493 and SRC1 TRFRET art 1596.
For O=C(COc1ccc(/C=C\[N+](=O)[O-])cc1)N1CCOCC1 the results were SRC3 TRFRET art 1609 and SRC1 TRFRET art 1814.
Cc1ccc(Nc2nnc(SCC(=O)Nc3cccnc3Cl)s2)cc1C was read as SRC3 TRFRET art 1652 and SRC1 TRFRET art 1852.
Screening CCc1ccccc1NC(=O)c1noc(C(C)C)c1[N+](=O)[O-] returned SRC3 TRFRET art 1490 and SRC1 TRFRET art 1820.
Cc1ccc(CN(Cc2ccco2)C(=S)Nc2ccccc2C)cc1 was read as SRC3 TRFRET art 1549 and SRC1 TRFRET art 1850.
Screening Cn1c(=O)oc2cc(S(=O)(=O)NCCC(=O)NCCc3ccc(Cl)cc3)ccc21 returned SRC3 TRFRET art 1651 and SRC1 TRFRET art 1843.
`CCNC(=O)NC(=O)COC(=O)c1cccc(NS(=O)(=O)/C=C/c2ccccc2)c1` gave SRC3 TRFRET art 1719 and SRC1 TRFRET art 1868.
For O=c1[nH]c(CN2CCOCC2)nc2scc(-c3ccccc3)c12 the results were SRC3 TRFRET art 1493 and SRC1 TRFRET art 1732.
Screening CCC(=O)c1c(NC(C)C)cc(C)oc1=O returned SRC3 TRFRET art 1546 and SRC1 TRFRET art 1770.
For Cc1ccccc1Nc1cc2ccccc2c(=O)[nH]1 the results were SRC3 TRFRET art 1515 and SRC1 TRFRET art 1674.
For O=C(CN1CCc2ccccc21)NC(=O)NCc1ccccc1 the results were SRC3 TRFRET art 1664 and SRC1 TRFRET art 1791.
Oc1ccc(-c2cnns2)c(O)c1 was read as SRC3 TRFRET art 1485 and SRC1 TRFRET art 1581.
COc1cccc(NC(=S)N2CCCC2)c1 was read as SRC3 TRFRET art 1297 and SRC1 TRFRET art 1507.
Screening Cc1cnc([N+](=O)[O-])n1CCOC(=O)NC(=O)c1ccc(C(F)(F)F)cc1 returned SRC3 TRFRET art 1607 and SRC1 TRFRET art 1944.

Overlap with the part before: five entries, then new ones.
For Cc1ccccc1Nc1cc2ccccc2c(=O)[nH]1 the results were SRC3 TRFRET art 1515 and SRC1 TRFRET art 1674.
For O=C(CN1CCc2ccccc21)NC(=O)NCc1ccccc1 the results were SRC3 TRFRET art 1664 and SRC1 TRFRET art 1791.
Oc1ccc(-c2cnns2)c(O)c1 was read as SRC3 TRFRET art 1485 and SRC1 TRFRET art 1581.
COc1cccc(NC(=S)N2CCCC2)c1 was read as SRC3 TRFRET art 1297 and SRC1 TRFRET art 1507.
Screening Cc1cnc([N+](=O)[O-])n1CCOC(=O)NC(=O)c1ccc(C(F)(F)F)cc1 returned SRC3 TRFRET art 1607 and SRC1 TRFRET art 1944.
Cc1ccc2nc(C)c(C(=O)N/N=C/c3ccc(C(=O)O)cc3)cc2c1 was read as SRC3 TRFRET art 1783 and SRC1 TRFRET art 1823.
For CCn1cc(C(=O)OCC(=O)c2cc(C)n(-c3ccc(OC(F)F)cc3)c2C)c(=O)c2ccc(C)nc21 the results were SRC3 TRFRET art 1516 and SRC1 TRFRET art 1734.
Screening O=C(NC1CCCC1)C(c1ccncc1)N(C(=O)Cc1cccs1)c1ccccc1 (stereo not drawn) returned SRC3 TRFRET art 1632 and SRC1 TRFRET art 1508.
CCOc1cc(C2Nc3ccccc3C(=O)N2c2ccccc2)c(Br)cc1OCC(=O)O (stereo not drawn) was read as SRC3 TRFRET art 1662 and SRC1 TRFRET art 1750.
For COc1ccc(NC(=O)Cn2nc(C)c([N+](=O)[O-])c2C)cn1 the results were SRC3 TRFRET art 1664 and SRC1 TRFRET art 1633.
For COc1cc(/C=N/NC(=O)c2c(-c3ccccc3)noc2C)cc(OC)c1OC the results were SRC3 TRFRET art 1626 and SRC1 TRFRET art 2069.
`Cc1ccc(Nc2nc(NCCCN3CCOCC3)nc(N)c2[N+](=O)[O-])cc1C` gave SRC3 TRFRET art 1451 and SRC1 TRFRET art 1761.
For O=C(/C(=C(/[O-])c1ccccc1)[n+]1ccccc1)c1ccc([N+](=O)[O-])cc1 the results were SRC3 TRFRET art 1616 and SRC1 TRFRET art 1666.
`CCCOc1ccc(N2C(=O)CC(N(CCOC34CC5CC(CC(C5)C3)C4)C(C)=O)C2=O)cc1` (stereo not drawn) gave SRC3 TRFRET art 1654 and SRC1 TRFRET art 2011.
C/C=N\NC(=O)CNC(=O)CNC(=O)c1ccccc1 was read as SRC3 TRFRET art 1490 and SRC1 TRFRET art 1678.
`COc1c(Br)cc(Br)cc1/C=C1/C(=O)N=C(N)N1C` gave SRC3 TRFRET art 1516 and SRC1 TRFRET art 1986.
COc1ccnc(Oc2ccc(F)cc2)c1C(=O)N/C=N/OCc1cccc(F)c1 was read as SRC3 TRFRET art 1470 and SRC1 TRFRET art 1847.
Screening CCCS(=O)(=O)Nc1c(C(=O)OC)[nH]c2ccccc12 returned SRC3 TRFRET art 1617 and SRC1 TRFRET art 1798.
For Cc1ncsc1CCOC(=O)c1ccccc1 the results were SRC3 TRFRET art 1676 and SRC1 TRFRET art 1839.
Cc1ccc(-c2n[nH]c(=S)n2/N=C/c2c(C)nn(-c3ccccc3)c2C)cc1 was read as SRC3 TRFRET art 1469 and SRC1 TRFRET art 1646.
`O=c1c(Cl)c(Nc2cccc(Cl)c2)cnn1-c1nc2ccccc2s1` gave SRC3 TRFRET art 2400* and SRC1 TRFRET art 2149.
For Fc1ccc(N2CCN(Cc3ccccn3)CC2)cc1 the results were SRC3 TRFRET art 1297 and SRC1 TRFRET art 1730.
For CC1(C(=O)NCc2cccnc2)CCC(=O)N1Cc1cccs1 (stereo not drawn) the results were SRC3 TRFRET art 1453 and SRC1 TRFRET art 1803.
For Cc1ccc(CNC(=O)CSCc2ccccc2)cc1 the results were SRC3 TRFRET art 1497 and SRC1 TRFRET art 1825.
COc1ccc(CC2(CO)CCN(Cc3cccc4nccnc34)CC2)cc1 was read as SRC3 TRFRET art 1550 and SRC1 TRFRET art 1823.

Continued; it opens with the four that closed the last part.
For Fc1ccc(N2CCN(Cc3ccccn3)CC2)cc1 the results were SRC3 TRFRET art 1297 and SRC1 TRFRET art 1730.
For CC1(C(=O)NCc2cccnc2)CCC(=O)N1Cc1cccs1 (stereo not drawn) the results were SRC3 TRFRET art 1453 and SRC1 TRFRET art 1803.
For Cc1ccc(CNC(=O)CSCc2ccccc2)cc1 the results were SRC3 TRFRET art 1497 and SRC1 TRFRET art 1825.
COc1ccc(CC2(CO)CCN(Cc3cccc4nccnc34)CC2)cc1 was read as SRC3 TRFRET art 1550 and SRC1 TRFRET art 1823.
For CCOC(=O)c1c(/N=C/c2cc(OC)cc([N+](=O)[O-])c2O)sc(C)c1C the results were SRC3 TRFRET art 1646 and SRC1 TRFRET art 1912.
`COc1ccc(C)cc1Nc1nc(-c2c[nH]c3ccccc23)cs1` gave SRC3 TRFRET art 1524 and SRC1 TRFRET art 1802.
For O=C(CSc1nnc(C2COc3ccccc3O2)o1)Nc1ccc(F)cc1Cl (stereo not drawn) the results were SRC3 TRFRET art 1462 and SRC1 TRFRET art 1703.
`COc1cc(C(=O)Nc2nnc(CC(C)(C)C)s2)c([N+](=O)[O-])cc1OC` gave SRC3 TRFRET art 1715 and SRC1 TRFRET art 1699.
For COc1ccc(C(=O)O/N=C(\N)Cc2ccc(Cl)cc2Cl)cc1OC the results were SRC3 TRFRET art 1510 and SRC1 TRFRET art 1639.
`CC(C)(OC(=O)NC(=O)C(F)(F)F)C(C)(C)OC(=O)NC(=O)C(F)(F)F` gave SRC3 TRFRET art 1572 and SRC1 TRFRET art 1861.
Screening CCCn1c(SCC(=O)OCC)nc(C(F)(F)F)cc1=O returned SRC3 TRFRET art 1495 and SRC1 TRFRET art 2110.
For Cc1nn(-c2ccccc2)c(C)c1/C=N/NC(=O)CSc1nnc(SCc2ccc(Cl)cc2)s1 the results were SRC3 TRFRET art 1601 and SRC1 TRFRET art 1844.
COc1ccc(CCNC(=O)CCNS(=O)(=O)c2ccc3c(c2)CCN3C(C)=O)cc1OC was read as SRC3 TRFRET art 1679 and SRC1 TRFRET art 1511.
Screening CCCOc1ccc(N2C(=O)CC(SC(=NCC)NCC)C2=O)cc1 (stereo not drawn) returned SRC3 TRFRET art 1750 and SRC1 TRFRET art 1731.
Screening O=C(NCc1ccccn1)c1ccc(Cn2cc(C(F)(F)F)ccc2=O)cc1 returned SRC3 TRFRET art 1503 and SRC1 TRFRET art 1626.
For CC1Cc2ccccc2N1C(=S)NC(=O)c1cccc(Br)c1 (stereo not drawn) the results were SRC3 TRFRET art 1521 and SRC1 TRFRET art 1585.
`COc1cc2c(cc1OC)/C(=C/c1ccc(Cl)cc1)C(=O)OC2` gave SRC3 TRFRET art 1635 and SRC1 TRFRET art 1647.
CN(C)S(=O)(=O)N(CC(=O)NCCSCc1ccc(Cl)cc1)c1ccccc1 was read as SRC3 TRFRET art 1701 and SRC1 TRFRET art 1664.
For COc1ccc(C2NC(Cc3ccccc3)(C(=O)O)C3C(=O)N(c4ccccc4OC)C(=O)C23)cc1 (stereo not drawn) the results were SRC3 TRFRET art 1594 and SRC1 TRFRET art 1858.
`COc1ccc(/C=C/C(=O)OCc2csc(-c3ccccc3)n2)cc1OC` gave SRC3 TRFRET art 1583 and SRC1 TRFRET art 2155.
`CN1C(=S)SC(N2OC3C(=O)N(c4ccccc4)C(=O)C3C2c2ccc(Cl)cc2)C1(C)C` (stereo not drawn) gave SRC3 TRFRET art 1613 and SRC1 TRFRET art 1977.
`O=C(CCc1ccccc1)Nc1cc2c(cc1Cl)OCCO2` gave SRC3 TRFRET art 1435 and SRC1 TRFRET art 1666.

Screening results deposited in PubChem by The Scripps Research Institute Molecular Screening Center.
